# Screens (PubChem BioAssay)
# ABCG2 inh = blocks JC-1 efflux by human ABCG2 transporter | Q9UNQ0 | actives 0.1% (n = 190,000) | IgMXP3 cells, flow cytometry | inhibition, % at 6.6 µM | AID 1325;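 active means inhibition above 80%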;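 further: 0% = DMSO and 100% = nicardipine control wells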
#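 test system = two drug-resistant human cell lines, ABCG2 and ABCB1 | amount = 3 million cells/mL final, two lines in 1:1 ratio | reagent = JC-1 transporter substrate | doses = one concentration, 6.6 µM final | incubation = 10 min at 25 °C | signal = flow cytometric JC-1 green MFI at 530 nm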
# RGS7-Gao reg = regulators of human RGS7-Galphao interaction. Multiplexed bead flow cytometry, RGS7-Galphao binding; actives lie on both sides. binding response (% of control), % at 10 µM. actives 0.35% (n = 220,000). AID 1439; in the data active means binding response below about 49% or above about 150%; inconclusive means no clear call, values can overlap the other calls; inactive means in between;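 further: fluorescent Galphao held in activated GDP-AlF4 state binding bead-coupled RGS7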
# Bcl-B Bim block = disrupts Bim peptide binding to human Bcl-B; Q9HD36; inhibition, % at 10 µM; actives 0.073% (n = 190,000); AID 951; bead-based flow cytometry;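 further: 0% = tracer peptide without compound and 100% = reference inhibitor peptide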
# ABCB1 inh = inhibitors of human ABCB1 transporter, ABCG2 counter-screen; P08183; CCRF-Adr cells, JC-1 efflux, flow cytometry; inhibition, % at 6.6 µM; actives 0.067% (n = 190,000); AID 1326; in the data active means inhibition above about 40%;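 further: 0% = vehicle and 100% = reference inhibitor; higher value means more JC-1 retained so stronger ABCB1 efflux block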
# Target sequence (P08183 whole entry, looked up): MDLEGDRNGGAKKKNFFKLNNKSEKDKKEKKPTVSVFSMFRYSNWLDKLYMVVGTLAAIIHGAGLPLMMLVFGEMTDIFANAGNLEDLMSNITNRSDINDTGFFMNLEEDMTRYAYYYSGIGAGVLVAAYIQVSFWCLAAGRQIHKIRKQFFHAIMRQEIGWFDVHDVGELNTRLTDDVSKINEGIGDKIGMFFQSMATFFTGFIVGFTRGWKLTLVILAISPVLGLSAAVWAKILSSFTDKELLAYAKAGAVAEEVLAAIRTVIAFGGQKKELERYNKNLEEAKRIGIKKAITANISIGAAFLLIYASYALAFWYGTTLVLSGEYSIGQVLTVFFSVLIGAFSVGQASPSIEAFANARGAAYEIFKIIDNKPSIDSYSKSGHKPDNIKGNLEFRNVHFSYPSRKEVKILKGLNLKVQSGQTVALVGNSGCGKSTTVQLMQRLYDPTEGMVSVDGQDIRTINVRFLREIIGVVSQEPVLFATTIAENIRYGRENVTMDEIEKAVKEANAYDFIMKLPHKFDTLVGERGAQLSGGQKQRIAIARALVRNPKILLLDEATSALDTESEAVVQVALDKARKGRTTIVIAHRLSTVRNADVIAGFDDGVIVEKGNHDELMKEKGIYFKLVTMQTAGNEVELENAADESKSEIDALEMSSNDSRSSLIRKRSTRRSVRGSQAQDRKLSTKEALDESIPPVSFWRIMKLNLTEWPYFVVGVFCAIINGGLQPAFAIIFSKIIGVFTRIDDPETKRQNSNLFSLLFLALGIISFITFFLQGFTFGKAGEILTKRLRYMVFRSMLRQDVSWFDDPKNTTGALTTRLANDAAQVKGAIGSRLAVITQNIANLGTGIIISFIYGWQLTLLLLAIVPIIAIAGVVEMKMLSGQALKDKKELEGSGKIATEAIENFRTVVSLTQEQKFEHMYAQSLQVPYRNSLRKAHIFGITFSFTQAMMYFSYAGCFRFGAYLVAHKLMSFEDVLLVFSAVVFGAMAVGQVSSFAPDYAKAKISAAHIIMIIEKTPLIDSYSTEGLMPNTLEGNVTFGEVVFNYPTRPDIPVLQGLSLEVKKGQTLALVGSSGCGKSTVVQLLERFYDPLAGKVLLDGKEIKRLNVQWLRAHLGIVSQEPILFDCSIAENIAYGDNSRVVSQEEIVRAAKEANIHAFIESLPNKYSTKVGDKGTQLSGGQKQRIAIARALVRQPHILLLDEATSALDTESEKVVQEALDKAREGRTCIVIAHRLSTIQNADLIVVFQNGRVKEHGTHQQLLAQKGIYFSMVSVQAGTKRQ
# Bim-Mcl-1 = inhibitors of Bim-Mcl-1 interaction, human; Bead-based flow cytometry, Bim peptide-Mcl-1 binding; inhibition, % at 10 µM; AID 1009; actives 0.1% (n = 190,000); Q07820;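 further: 0% = no compound tracer wells and 100% = peptide blocker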
# RGS4-Gao reg = modulates binding of RGS4 to human Galphao; AID 1415; P09471; Multiplexed bead flow cytometry; actives lie on both sides; actives 0.33% (n = 220,000); binding response (% of control), % at 10 µM; in the data active means binding response below about 49% or above about 150%; inactive means in between;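 further: fluorescent Galphao activated with aluminum fluoride binding bead-coupled RGS4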
# Bcl-W Bim block = inhibitors of Bim-Bcl-W interaction, human; bead-based flow cytometry, Bim peptide-Bcl-W binding; Q92843; inhibition, % at 10 µM; actives 0.02% (n = 190,000);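 further: 0% = bound tracer without compound and 100% = peptide blocker; higher means less fluorescent Bim peptide bound to Bcl-W beads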
# Bcl-XL Bim block = inhibitors of Bim-Bcl-XL interaction, human | Q07817 | actives 0.04% (n = 190,000) | inhibition, % at 10 µM | Bim peptide-Bcl-XL binding, bead flow cytometry, fluorescence
# RGS8-Gao reg = regulators of human RGS8-Galphao interaction; P09471; response (percent of control binding), % at 10 µM; multiplexed bead flow cytometry, RGS8-Galphao binding; actives lie on both sides; actives 0.34% (n = 220,000); in the data active means response below about 60% or above about 140%; inactive means in between;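 further: Galphao activated as the GDP aluminium fluoride complex binding bead-coupled RGS8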
# Bim-Bfl-1 = disrupts Bim binding to human Bfl-1. Q16548. Bead-based flow cytometry, Bim-Bfl-1 binding inhibition. inhibition, % at 10 µM. actives 0.12% (n = 190,000). AID 1008;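 further: 0% = wells without compound plus tracer and 100% = blocker peptide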
# Bcl-2 Bim block = human Bim-Bcl-2 interaction inhibition | actives 0.06% (n = 190,000) | Bead-based flow cytometry, Bim peptide-Bcl-2 binding | inhibition, % at 10 µM; in the data active means inhibition above about 40%; inconclusive means no clear call, values can overlap the other calls;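 further: 0% = no compound wells with probe peptide and 100% = reference peptide inhibitor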
# Numbers without * were called inactive; ? = inconclusive; nt = not tested or not shown. Unless noted, no stated cut-off is given here; in the data, active means inhibition above about 40%.
# A first look (three entries):
SMILES,ABCG2 inh,RGS7-Gao reg,Bcl-B Bim block,ABCB1 inh,Bim-Mcl-1,RGS4-Gao reg,Bcl-W Bim block,Bcl-XL Bim block,RGS8-Gao reg,Bim-Bfl-1,Bcl-2 Bim block
Cn1c(=O)n(CCc2ccccc2)c(=O)c2c1nc1n2CCN1Cc1ccco1,47,98,-2,0.6,2,97,3,-5,97,-9,-6
Cc1ccc(OCCCSc2ncccn2)cc1C,0,nt,-5,-0.2,-2,nt,-2,-5,nt,1,2
CCCOc1ccc2oc(=O)c3c(c2c1)CCCN3C(=O)CN(C)Cc1ccccc1,2,103,0,0.4,0,105,0,-1,99,-2,-2

# All compounds of this part (from the top)
SMILES,ABCG2 inh,RGS7-Gao reg,Bcl-B Bim block,ABCB1 inh,Bim-Mcl-1,RGS4-Gao reg,Bcl-W Bim block,Bcl-XL Bim block,RGS8-Gao reg,Bim-Bfl-1,Bcl-2 Bim block
Cn1c(=O)n(CCc2ccccc2)c(=O)c2c1nc1n2CCN1Cc1ccco1,47,98,-2,0.6,2,97,3,-5,97,-9,-6
Cc1ccc(OCCCSc2ncccn2)cc1C,0,nt,-5,-0.2,-2,nt,-2,-5,nt,1,2
CCCOc1ccc2oc(=O)c3c(c2c1)CCCN3C(=O)CN(C)Cc1ccccc1,2,103,0,0.4,0,105,0,-1,99,-2,-2
CCOC(=O)c1sc(NC(=O)C2CC=CCC2C(=O)O)nc1C (stereo unspecified),-1,99,1,-0.2,1,101,1,0,105,0,-2
Cc1ccc(C(=O)COC(=O)c2cnccn2)cc1C,1,103,-4,-0.1,-1,100,-1,-2,104,-10,-8
CC1CCN(c2cc(N3CCOCC3)c([N+](=O)[O-])cc2F)CC1,5,102,0,1.1,0,102,1,-1,105,0,1
Cc1ccc(C)c(SCC(=O)OC/C(O)=C(\C#N)c2nc3ccccc3[nH]2)c1,-1,101,-4,-0.5,0,98,2,-1,102,-2,-2
Cn1ncc(Cl)c1C(=O)N1CCc2ccccc21,3,91,-5,1.2,0,92,-3,-5,93,-15,-5
COc1cccc(OC)c1CC1SC(=O)NC1=O (stereo unspecified),1,?,-4,0.0,-1,113,1,-1,111,-5,-6
Cc1[nH]n(-c2ccccc2)c(=O)c1C(c1ccccc1C(=O)O)c1c(C)[nH]n(-c2ccccc2)c1=O,0,103,-2,0.2,-3,105,-2,-3,100,-1,-1
CCN1CCN(c2ccc(N=Cc3ccc(O)cc3O)cc2)CC1,-1,97,1,-0.1,4,100,0,-4,99,3,3
Cc1nn(Cc2ccc(C(=O)Nc3nccs3)cc2)c(C)c1Cl,7,96,0,1.1,0,97,-2,-4,92,-2,-2
O=C1c2cccc3cccc(c23)C(=O)N1CCc1ccccc1,38,105,0,5.8,0,106,1,-1,102,-7,-1
CCOC(=O)C1=C(C)NC(=O)NC1c1ccccc1OCc1c(F)cccc1Cl (stereo unspecified),2,97,-7,1.8,0,98,0,-5,101,-9,-3
Cc1cc(C)c(NC(=O)c2ccccc2N(C)S(C)(=O)=O)c(C)c1,5,98,-6,1.6,3,105,3,0,103,-5,-6
CC1=C(C#N)C(NC(=O)c2ccco2)(C(F)(F)F)C(=O)N1 (stereo unspecified),3,88,-2,0.5,-1,87,-3,-3,91,-2,-3
O=C1NC(=Nc2ccccc2)c2c1cccc2[N+](=O)[O-],-15,93,37,-0.6,12,97,8,13,101,9,12
COc1ccc(N2CCN(Cc3nc4c(c(=O)n(C)c(=O)n4C)n3C(C)C(C)=O)CC2)cc1 (stereo unspecified),1,99,5,0.6,-3,100,6,6,124,6,2
CS(=O)(=O)N(CCc1ccccc1)CC(=O)NCc1ccncc1,1,102,-10,-0.7,-3,105,0,-6,103,-18,-16
COc1ccc2c(=O)c(-c3ccc4c(c3)OCO4)coc2c1,9,104,-3,0.8,-1,103,0,0,99,0,0
COc1ccc(CNC(=O)CCCn2c(SCC#N)nc3cc4c(cc3c2=O)OCO4)cc1,11,99,-3,2.5,-2,96,-1,-2,98,-3,0
COc1ccc(/C=C/C(=O)O)cc1S(=O)(=O)N1CCCc2ccccc21,-1,102,0,-0.2,0,102,-1,-2,101,-3,0
CSc1ccccc1C(=O)N1CCOCC1,2,100,-10,0.5,-2,101,1,-4,99,-15,-5
O=[N+]([O-])c1ccc(Cl)c(/C=N/n2c(-c3cccnc3)n[nH]c2=S)c1,4,105,-35,-0.3,5,100,6,9,98,13,3
CCCCNC(=O)c1ccc2c(=O)n(CCCOCC)c(=S)[nH]c2c1,58,98,-8,0.9,-7,101,-2,-9,100,-20,-12

# Next structures:
SMILES,ABCG2 inh,RGS7-Gao reg,Bcl-B Bim block,ABCB1 inh,Bim-Mcl-1,RGS4-Gao reg,Bcl-W Bim block,Bcl-XL Bim block,RGS8-Gao reg,Bim-Bfl-1,Bcl-2 Bim block
O=C1NC2(CCCCC2)Oc2ccccc21,0,102,-2,0.4,0,102,1,-2,102,-2,1
O=C(CSCc1nc2c(nnn2Cc2ccc(F)cc2)c(=O)[nH]1)Nc1c(Cl)cc(Cl)cc1Cl,0,100,0,0.1,2,100,1,3,99,-4,5
CCC(=O)N1CCN(c2nc(C)nc3sc(C)c(C)c23)CC1,2,99,-10,0.6,-3,100,-1,1,100,-15,-11
Fc1ccc(-c2nnc(CN3CCC(c4nc5ccccc5s4)CC3)o2)cc1,-1,97,-9,-0.1,0,100,-3,-10,100,-9,-6
COc1ccc(N2C(=O)CC(N3CCN(C4CCc5ccccc5C4)CC3)C2=O)cc1 (stereo unspecified),1,104,-7,1.2,0,107,2,-3,104,-10,-12
O=C(Nc1ccc(N2CCOCC2)cc1)C1(S(=O)(=O)c2ccccc2)CC1,1,100,-2,0.4,-3,100,-2,-4,102,-5,3
Cc1ccc(-n2nc3c(c2NC(=O)c2ccccc2Br)CS(=O)C3)cc1 (stereo unspecified),-2,102,-6,-2.2,-2,105,2,-5,103,-8,-6
CC1=C(C(=O)OC(C)C)C(c2cccs2)C(C(=O)OC(C)C)=C(C)N1,7,104,-7,1.3,0,101,-2,-7,104,-11,-7
O=C(Oc1ccc(/C=N/O)cc1)c1ccccc1,1,99,2,0.3,0,98,0,-2,99,-2,-3
S=C(NCCN1CCCCC1)Nc1ccccc1,-1,95,-7,-0.1,-4,101,-2,-3,101,-5,0
CCC(C)NC(=O)Cn1c(COc2ccc(Cl)cc2Cl)nc2ccccc21 (stereo unspecified),1,106,-12,0.3,-4,105,-7,-10,102,-14,-8
C/C(Cl)=C/Cn1c(NCCCn2ccnc2)nc2c1c(=O)[nH]c(=O)n2C,5,102,-8,1.5,-2,100,0,-1,104,-14,-11
CCNS(=O)(=O)c1cc(OC)c(Cl)cc1OC,3,105,-4,0.7,-5,105,-3,-6,107,2,-2
O=C(O)c1cc(C(=O)O)cc(-c2ccc(/C=c3/sc4nc5ccccc5n4c3=O)o2)c1,-3,?,3,-1.1,1,98,8,1,94,2,2
COc1ccc(NC(=O)c2cc(-c3cccs3)on2)cc1OC,14,101,-8,-0.2,0,99,2,-6,97,-17,-13
O=C(NC(=S)NNS(=O)(=O)c1ccc(Cl)cc1)c1cccnc1,-1,101,-2,-0.1,-2,101,0,-4,100,-5,-3
Cc1ccc(/C=N/n2cnc3sc4c(c3c2=O)CCCC4)o1,2,100,0,0.1,2,99,1,-3,102,0,2
CC1CC/C(=N/Nc2ccccc2)C(=O)N1 (stereo unspecified),12,108,0,0.4,0,102,0,-3,108,0,0
Cc1nnc(-c2ccccc2)c[n+]1[O-],4,106,-3,0.7,0,113,1,-9,104,-9,-6
COc1ccccc1NC(=O)CSc1nc2ccccc2n1C(C)=O,4,99,-1,1.0,1,102,1,0,99,-2,-3
CC(C)(C)C(=O)CN1C2=NCCN2c2ccccc21,3,109,-3,1.6,-1,104,-1,-1,103,-7,0
COc1c(S(=O)(=O)n2nc(C)cc2C)ccc(Cl)c1Cl,2,95,-7,-0.4,-6,95,2,3,98,-14,-9
CCOC(=O)c1cnc2ccc(OC)cc2c1NCc1ccccc1,34,97,-3,4.0,-4,100,-4,-5,99,0,-3
O=C(O)C1CCCN1C(=O)Nc1ccc(Cl)cc1 (stereo unspecified),0,104,-5,0.2,-1,101,-3,-4,103,0,-2
CC(C)NC(=O)c1ccc(Sc2ccccc2)c([N+](=O)[O-])c1,7,102,0,-0.8,-2,104,-3,-4,103,-3,4

# Later entries.
SMILES,ABCG2 inh,RGS7-Gao reg,Bcl-B Bim block,ABCB1 inh,Bim-Mcl-1,RGS4-Gao reg,Bcl-W Bim block,Bcl-XL Bim block,RGS8-Gao reg,Bim-Bfl-1,Bcl-2 Bim block
O=C(N/N=C/c1cccn1-c1ccc([N+](=O)[O-])cc1)C(O)c1ccccc1 (stereo unspecified),4,103,-8,0.2,-5,100,2,-6,101,-11,-7
c1ccc2c(-c3nn4nnnc4c4ccccc34)cccc2c1,0,102,-3,0.0,1,102,0,-4,103,-11,-3
CCNc1nc(NCC)n2c(SCC(=O)c3ccc(C(C)C)cc3)nnc2n1,7,98,-7,0.4,-3,100,-3,-5,101,-7,-2
Cc1cccc(NC(=S)N2CCOCC2)c1C,0,100,-8,0.1,0,95,-1,-4,100,-9,-15
Cc1coc(C)c1C(=O)CC1(O)C(=O)N(C)c2ccc(Cl)cc21 (stereo unspecified),2,103,2,1.6,3,102,0,0,99,-6,0
COc1ccc(-c2c/c(=N\c3nc(-c4ccccc4)c(C)s3)c3ccccc3o2)cc1O,-1,96,4,0.2,4,94,-2,-1,99,-5,1
C=C(C)Cn1c(C(C)NC(=O)CCC)nc2ccccc21 (stereo unspecified),2,101,-7,0.6,0,106,-2,-22,101,-13,-9
COc1ccc(C(N)CCc2ccco2)cc1 (stereo unspecified),-2,87,-5,-0.4,0,91,0,-6,89,-8,-7
NC(=O)c1ccccc1OCC(=O)NS(=O)(=O)c1ccccc1,1,98,-8,0.9,-1,100,-3,-10,99,-19,-11
O=C(O)c1cc(N/N=C/c2ccc(OCc3ccccc3)cc2)ccc1Cl,0,103,1,-0.9,0,105,0,-1,102,-5,0
CCCCn1c(-c2csc3c2CCCC3)n[nH]c1=S,2,107,-36,0.4,3,109,-6,-9,104,5,-3
Cc1ccc(C(=O)NC(=S)NNC(=O)CCN2CCOCC2)cc1,-2,102,-9,-0.3,17,104,3,-4,105,6,0
COCc1c(Br)c(C)nc(OCC(=O)N/N=C/c2ccc(C)o2)c1C#N,10,95,0,0.4,0,96,-2,0,101,2,-3
CC(c1cccs1)N(C)Cc1nc(CCc2ccccc2)no1 (stereo unspecified),1,92,-3,0.7,1,94,0,-2,96,-5,-5
Cc1cc(C)cc(-n2c(C)cc(/C=C3\C(=N)N4N=C(CC(C)C)SC4=NC3=O)c2C)c1,1,96,0,0.5,0,98,-2,-4,98,-4,-1
CCNC(=S)NCc1ccc(F)cc1,-2,104,21,-0.6,32,101,24,36,104,34,20
O=C(Nc1cc(Oc2ccc(Cl)cc2)cc([N+](=O)[O-])c1)c1ccco1,12,102,-13,0.9,-8,100,-6,-12,102,-16,-7
